bIAP inhibitor: bovine intestinal alkaline phosphatase inhibitors, primary screen, selectivity assay for TNAP inhibitor project, biochemical, bovine IAP, CDP-star luminescence; 190,000 tested, under 10 active; purified bovine IAP, 30 min; AID 1019, 2008; inhibition, % at 20 µM; alkaline phosphatase, intestinal [Bos taurus];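 active = over 50% inhibition of intestinal alkaline phosphatase at 20 µM in the single-dose screen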
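Incubation: 30 min reaction at room temperature / Material: purified bovine intestinal alkaline phosphatase (IAP) enzyme / Input: enzyme at 1/65,000,000 dilution / Dosing: 20 µM single dose / Signal: CDP-star luminescence signal / Reagent: CDP-star chemiluminescent phosphatase substrate, 30 µM final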
PPARg SRC3 recr: PPARgamma agonists recruiting SRC-3 coactivator, primary screen, biochemical; biochemical PPARgamma/SRC-3 coactivator recruitment assay; activation, % at 8 µM; 200,000 tested, 0.26% active; in the data active = activation above about 23%;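 also: 0% = DMSO and 100% = reference agonist; some compounds past the cut are filed as inactive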
bIAP act: bovine intestinal alkaline phosphatase activators, primary screen, biochemical, bovine IAP, CDP-star luminescence. activation factor at 20 µM. alkaline phosphatase, intestinal [Bos taurus]. purified bovine IAP, 30 min; stronger effect = higher value; fold of DMSO-control signal, blank-subtracted. 200,000 tested, 0.17% active;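 active = activation factor of 2 or more at 20 µM, a signal rise over negative controls twice the positive control's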
S1P3 antagonist: S1P3 receptor antagonists, primary screen, cell-based; Sphingosine 1-phosphate receptor 3 (Homo sapiens), Q99500; CHO S1P3 NFAT-BLA reporter, FRET fluorescence, antagonist mode; inhibition, % at 4.98 µM; 170,000 tested, 0.27% active; AID 485, 2006;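 active = inhibition above the plate cutoff, the mean inhibition of test wells on that plate plus 3 SD, cut at about 28% in these data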;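 also: cells challenged with S1P at its EC80 of 0.8 µM; blue over green emission ratio from cleaved BLA substrate after 4 h stimulation; 0% = S1P-stimulated wells and 100% = unstimulated DMSO-only wells; some compounds past the cut are filed as inactive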
Target sequence (Q99500 whole entry, looked up): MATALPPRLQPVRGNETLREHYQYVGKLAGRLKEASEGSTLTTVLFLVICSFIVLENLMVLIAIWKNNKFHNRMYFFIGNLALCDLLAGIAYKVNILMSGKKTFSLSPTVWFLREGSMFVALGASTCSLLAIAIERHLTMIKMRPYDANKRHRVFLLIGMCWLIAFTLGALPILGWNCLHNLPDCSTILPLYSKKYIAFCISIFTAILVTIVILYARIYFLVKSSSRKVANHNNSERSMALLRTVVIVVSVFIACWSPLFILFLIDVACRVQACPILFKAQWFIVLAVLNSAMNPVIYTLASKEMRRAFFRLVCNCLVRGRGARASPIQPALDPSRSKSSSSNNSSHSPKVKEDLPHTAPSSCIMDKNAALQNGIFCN
ROMK primary: ROMK potassium channel modulators, primary screen, cell-based, thallium flux, MLSMR library; ATP-sensitive inward rectifier potassium channel 1 (Homo sapiens), P48048; B-score at 10 µM; 130,000 tested, 2% active; Tet-inducible ROMK, thallium flux fluorescence; actives lie on both sides;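 active = signal ratio slope over the read window, or its plate-corrected B-score, at least 3 SD from the plate mean, either direction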;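 also: B-score of the F/F0 ratio slope over 7 to 12 s after thallium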
Target sequence (P48048 whole entry, looked up): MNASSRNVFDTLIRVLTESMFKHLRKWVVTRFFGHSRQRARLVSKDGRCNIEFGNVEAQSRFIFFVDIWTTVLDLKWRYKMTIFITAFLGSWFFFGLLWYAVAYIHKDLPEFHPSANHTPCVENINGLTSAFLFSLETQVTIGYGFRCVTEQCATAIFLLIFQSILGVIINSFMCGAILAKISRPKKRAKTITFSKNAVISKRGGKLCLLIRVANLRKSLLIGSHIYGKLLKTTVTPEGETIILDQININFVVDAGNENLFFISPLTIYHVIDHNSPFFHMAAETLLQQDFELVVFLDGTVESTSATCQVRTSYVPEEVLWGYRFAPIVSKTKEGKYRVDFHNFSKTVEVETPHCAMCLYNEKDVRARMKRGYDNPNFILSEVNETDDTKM
TLR4 MyD88 comp: inhibitors of TLR4-MyD88 association in cells, primary screen, cell-based, HeLa CL3-4, BLA complementation, FRET ratio. HeLa CL3-4 TLR4/MyD88 BLA complementation. Toll-like receptor 4 (Homo sapiens) + Myeloid differentiation primary response protein …. inhibition, % at 8.4 µM. 200,000 tested, 0.18% active; in the data active = inhibition above about 25%;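 also: 0% = vehicle and 100% = reference inhibitor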
TR-FRET SRC-2 ct: TR-FRET signal artefacts, primary screen, artefact control for PPARgamma SRC-2 agonist project, biochemical; 200,000 tested, 0.4% active; TR-FRET ratio at 8 µM; TR-FRET artefact counter-screen; stronger effect = higher value; in the data active = TR-FRET ratio above about 2000; also: inactives centre near 1500
PPARg SRC1 recr: PPARgamma agonists recruiting SRC-1 coactivator, primary screen, biochemical; AID 631, 2007; activation, % at 8 µM; 200,000 tested, 0.41% active; PPARgamma-SRC-1 coactivator recruitment biochemical assay; in the data active = activation above about 19%;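 also: 0% = DMSO and 100% = reference agonist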
PPARg SRC2 recr: agonists of PPARg-SRC-2 recruitment, primary screen, biochemical, HTS; AID 1032, 2008; Peroxisome proliferator-activated receptor gamma (Homo sapiens), P37231; PPARgamma LBD-SRC-2 recruitment; activation, % at 8 µM; 200,000 tested, 0.34% active; in the data active = activation above about 22%;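 also: 0% = vehicle and 100% = reference agonist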
Lmaj promast: Leishmania major promastigote growth inhibition, primary screen; Leishmania major promastigotes, resazurin fluorescence viability; inhibition, % at 10 µM; 200,000 tested, 9% active; in the data active = inhibition above about 50%;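 also: promastigotes grown with compound for 44 hours at 28 °C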
Redox H2O2 prof: compounds producing H2O2 with reducing agent – biochemical, NIH compound library profiling, artefact control for MLSCN library redox annotation, primary screen; AID 878, 2007; 200,000 tested, 0.03% active; DTT-dependent redox cycling H2O2, phenol red/HRP absorbance; 100% = 100 µM peroxide control, 0% = buffer; activation, % at 10 µM;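 active = activation of at least 50% relative to the plate's high and low controls in the primary single-dose screen; inactive = activation below 50%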;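 also: compound incubated with DTT at 0.8 mM final as the reducing agent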
* marks the source's active call; other numbers are inactive results; / = not tested or not shown.

SMILES	bIAP inhibitor	PPARg SRC3 recr	bIAP act	S1P3 antagonist	ROMK primary	TLR4 MyD88 comp	TR-FRET SRC-2 ct	PPARg SRC1 recr	PPARg SRC2 recr	Lmaj promast	Redox H2O2 prof
OCCCCNCc1ccc(OCc2ccc(Cl)cc2)cc1	5	-4	0.9	/	-2.1	4	1491	1	-6	100*	-5.0
COc1ccc(NCc2nnc(SCC(=O)Nc3cc(C(F)(F)F)ccc3Cl)o2)cc1	-6	7	1.1	-2	-0.67	3	1465	-11	-10	-1	0.2
Cc1c(-c2ccccc2)n[nH]c1C(=O)NN	-18	-3	1.2	-17	0.81	9	1544	-2	0	-3	-1.0
COc1ccc2[nH]c(=O)c(CN(CCCN(C)C)C(=O)Nc3ccccc3)cc2c1	-7	-7	1.1	-14	-0.046	8	1541	-5	-7	14	-0.3
O=C(CCc1ccc(S(=O)(=O)N2CCOCC2)cc1)N/N=C/c1ccc(O)c(O)c1O	-5	4	1.1	-7	-0.14	-5	1520	2	1	-7	0.0
COc1cc(S(=O)(=O)n2ccc(C)n2)c(OC)cc1Cl	34	5	0.7	/	0.06	-2	1644	4	8	-1	-0.1
CCCCn1c(SCC(=O)Nc2ccc3c(c2)CCC3)nc2ccccc2c1=O	-4	-4	1	-14	/	1	1594	3	4	69*	0.8
COc1ccccc1Nc1ccc(S(=O)(=O)N2CCCCC2)cc1[N+](=O)[O-]	38	4	0.6	-1	/	1	1528	5	3	1	0.4
CCOC(=O)Cn1c(C(C)=O)nc2ccccc21	6	4	0.9	2	/	5	1600	3	1	-4	-1.3
CCN(CC)C(=O)c1ccc2c(=O)n(CCOC)c(=S)[nH]c2c1	7	0	0.9	/	0.34	5	1260	3	6	-2	0.2
COc1cccc(C(=O)NC2CC3CCCC(C2)N3CC(=O)Nc2ccc(N(C)C)cc2)c1 (stereo not given)	1	6	1	/	/	-3	1731	6	3	37	0.6
CCCCCn1cnc2sc(-c3ccccc3)cc2c1=O	11	-3	0.9	/	/	11	1668	8	18	-1	1.1
COc1cccc(-c2nnc(SCc3cccnc3)o2)c1	-9	6	1.1	1	-0.32	2	1720	5	13	-6	-0.9
COc1ccc([C@@H]2C(C#N)=C(N)S[C@@H](c3ccccc3)[C@@H]2[N+](=O)[O-])cc1	-6	-2	1.1	-4	0.7	7	1501	5	-7	20	-0.3
CN(c1ccc(C(=O)NCc2ccco2)cc1)S(C)(=O)=O	12	13	0.9	/	0.076	-6	1373	-2	9	-6	0.0
CC(C)N(CC#CCC(O)(c1ccccc1)c1ccccc1)CCO	-22	2	1.2	-7	-0.72	-8	1242	-5	1	44	-0.6
CCC(C)NC(=O)Nc1ccccc1F (stereo not given)	24	2	0.8	-3	/	4	1522	3	3	49	-0.5
O=C(NC1CCCC1)C(c1ccsc1)N(Cc1ccccc1)C(=O)Cc1cccs1 (stereo not given)	-1	-7	1	/	/	12	1593	-4	-4	31	1.7
Nc1cc(=O)[nH]c(SCC(=O)Nc2ccccc2Sc2ccc(Cl)cc2)n1	4	2	1	-6	-1.4	1	1496	7	0	-1	0.4
COc1cccc(C(=O)Nc2cccc(-c3nnc(-c4ccco4)o3)c2)c1	6	-5	0.9	/	-1.2	-1	1445	-1	-8	26	0.3
Cc1cc2c(c(=O)n1Cc1ccccn1)C(c1ccc3c(c1)OCO3)C(C#N)=C(N)O2 (stereo not given)	8	-1	0.9	/	0.16	2	1549	-6	-2	14	0.5
CCCc1ccc(OCC(O)CN2CCN(c3ccccc3)CC2)cc1 (stereo not given)	8	-7	0.9	/	-0.52	-8	1430	1	-1	94*	-0.8
CCCc1nnc(N2C(=O)c3cccc4cccc(c34)C2=O)s1	0	-7	1	/	2.3*	13	1532	1	-8	-4	0.4
Cc1csc(SCC(=O)Nc2sc3c(c2C#N)CCC3)n1	6	0	0.9	/	/	0	1527	3	3	99*	2.8
CC(Sc1nnc(Cc2cccs2)n1C1CCCCC1)C(N)=O (stereo not given)	4	11	1	/	/	-2	1752	3	0	-3	-2.6
CCOc1cc(S(=O)(=O)NCc2ccccc2)ccc1F	20	4	0.8	-19	-1.1	6	1582	2	1	20	3.4
COc1ccc(-n2c(=S)[nH]c3cc(C(=O)Nc4ccccc4OC)ccc3c2=O)cc1	-8	1	1.1	3	-0.19	17	1496	-6	-1	-8	0.1
COc1ccc(CCNC(=O)COC(=O)c2cnccn2)cc1	0	2	1	33	/	17	1504	6	2	-5	0.2
CC1(C)CC(=O)N(c2ccccc2)C1(C)O (stereo not given)	7	-11	0.9	17	/	8	1275	-8	7	-6	1.4
C=CCn1c(SCC(=O)C(C)(C)C)nnc1-c1cccs1	7	2	0.9	9	-0.086	-14	1665	5	6	1	0.4
CCCCn1c(-c2c(Cl)c(C)nn2C)n[nH]c1=S	6	5	0.9	-11	-0.029	-11	1620	8	5	6	-0.8
O=C(/C=C/c1ccc(F)cc1)Nc1nc2ccccc2[nH]1	/	2	0.3	15	/	9	1534	-2	-11	0	0.2
COc1cc(NC(=O)C2CCC(CNc3c(N4CCCCC4)c(=O)c3=O)CC2)cc(OC)c1 (stereo not given)	-8	6	1.1	18	/	5	1578	15	9	-7	-2.9
CC(C(=O)NC1C(=O)N2C(C(=O)O)=C(CSc3nnnn3C)CSC12)n1cc(Br)cn1 (stereo not given)	26	0	0.7	-14	0.18	5	1562	11	-4	0	-1.0
O=C(COC(=O)Cc1ccc(F)cc1)NCc1ccco1	-8	5	1.1	-1	0.41	5	1574	2	2	-10	0.0
COC(=O)c1cn(C(=O)c2ccccc2F)nc1N	6	4	0.9	-23	0.25	5	1523	0	12	-5	-5.2
COc1ccc(CN(C(=O)c2nsc(Cl)c2Cl)C(C(=O)NC2CCCC2)c2ccc(OC)cc2)cc1 (stereo not given)	-6	2	1.1	1	0.74	11	1595	-3	-2	34	-0.2
CCn1c(SCc2ccc(F)cc2)nnc1C1CCN(S(=O)(=O)c2ccc(OC)cc2)CC1	-10	-5	1.1	/	/	0	1358	0	-9	3	1.1
CC(C)(C)c1cc(N)n(-c2ccc(C(=O)O)cc2)n1	-3	9	1	-13	0.6	-4	1633	6	12	-1	0.3
CC(C)(C)NC(=O)C(=O)NNC(=O)COc1ccccc1	-6	1	1.1	-4	-0.14	3	1704	2	2	-9	-0.1

The final 2 entries of the part above come first, to join the parts.
SMILES	bIAP inhibitor	PPARg SRC3 recr	bIAP act	S1P3 antagonist	ROMK primary	TLR4 MyD88 comp	TR-FRET SRC-2 ct	PPARg SRC1 recr	PPARg SRC2 recr	Lmaj promast	Redox H2O2 prof
CC(C)(C)c1cc(N)n(-c2ccc(C(=O)O)cc2)n1	-3	9	1	-13	0.6	-4	1633	6	12	-1	0.3
CC(C)(C)NC(=O)C(=O)NNC(=O)COc1ccccc1	-6	1	1.1	-4	-0.14	3	1704	2	2	-9	-0.1
Cc1cc(S(=O)(=O)NCCCN2CCOCC2)ccc1F	-1	0	1	-8	-0.11	-15	1492	5	7	91*	-0.1
Cc1nc2ccccn2c1C(=O)NN	4	1	1	-5	/	0	1654	-5	-2	-9	0.3
COc1ccc(C2=NOC(C(=O)NCC(C)C)C2)cc1 (stereo not given)	0	2	1	-15	1.8	-3	1492	2	3	6	-0.5
O=C(C1CCN(S(=O)(=O)c2cccnc2)CC1)N1CCN(C2CCCC2)CC1	6	2	0.9	/	0.14	3	1709	7	9	0	0.0
O=C(CN1C(=O)c2ccccc2C1=O)N1CCN(C(=O)c2ccco2)CC1	8	1	0.9	/	-0.34	7	1650	6	12	-5	0.3
CC(=O)c1cccc(NC(=O)c2ccc3c(Cl)c4c(nc3c2)CCCC4)c1	-3	-1	1	2	/	-5	1783	-2	-2	41	0.0
COC(=O)c1c(NC(=O)CN2CCN(S(=O)(=O)c3ccccc3)CC2)sc2c1CCC(C)C2 (stereo not given)	1	-1	1	0	0.68	-5	1676	2	4	1	0.8
COc1cccc(-c2cc(C(=O)Nc3cccc(O)c3)no2)c1	7	2	0.9	11	/	-8	1571	4	-3	1	2.5
CCNc1nc(NC(C)CC)nc(Oc2ccc(OCC)nn2)n1 (stereo not given)	-1	2	1	-14	0.34	-4	1463	-2	4	-5	0.2
Cc1cc(Cl)cc(Cl)c1OCCOc1cccc2cccnc12	29	9	0.7	/	0.11	-12	1706	3	-2	5	-0.1
O=C(CSc1nnc(Nc2ccccc2F)s1)c1cc2ccccc2o1	-6	2	1.1	3	0.12	-3	1662	7	11	-2	-0.6
COc1cccc(-n2c(SCC(=O)O)nnc2-c2cccnc2)c1	5	0	0.9	-26	-2.3	-9	1455	4	-6	1	-0.3
CCN(CC)C(=O)c1oc2ccc(S(=O)(=O)N3CCCCCC3)cc2c1C	36	-5	0.6	/	0.65	-3	1467	-2	6	15	0.2
CC(=O)c1sc(Nc2cccc(C)c2)nc1C	-10	-1	1.1	-10	0.33	2	1415	4	-2	11	-0.1
Nc1c(C(=O)Nc2ccccc2F)sc2nc(Cc3ccccc3)cc(C(F)(F)F)c12	-4	1	1	/	/	2	1617	7	14	2	0.7
N#Cc1cc([N+](=O)[O-])ccc1NCCN1CCOCC1	20	-2	0.8	-9	-0.96	-2	1440	-6	-1	-2	-0.8
O=C(c1c[nH]c2ccc(S(=O)(=O)N3CCOCC3)cc2c1=O)N1CCCC1	8	3	0.9	6	0.46	12	1410	0	4	-7	1.8
O=c1c2ccccc2cnn1CCOc1ccccc1	4	-2	1	3	0.24	-4	1427	2	-8	-3	-0.3
CCSc1nnc(C)c2ccccc12	12	15	0.9	24	/	-1	1569	8	9	0	0.1
O=C(COC(=O)c1ccc(S(=O)(=O)Nc2ccccc2)cc1)NC1CCCC1	-4	1	1	-28	1.6	0	1486	-2	-10	2	-0.6
CCCN1Cc2cccc(C(=O)Nc3ccc4c(c3)OCO4)c2C1=O	12	-3	0.9	-12	/	1	1654	7	5	-3	-2.5
CCOC(=O)c1cnc2c(C)c(Cl)ccc2c1N1CCOCC1	10	40*	0.9	4	/	0	1588	7	0	7	-0.9

Structures above shown as hits in ROMK primary.
structure,bIAP inhibitor,PPARg SRC3 recr,bIAP act,S1P3 antagonist,ROMK primary,TLR4 MyD88 comp,PPARg SRC1 recr,Redox H2O2 prof
CCCc1nnc(N2C(=O)c3cccc4cccc(c34)C2=O)s1,0,-7,1,/,2.3*,13,1,0.4
